# Screens: PubChem, several laboratories
# MCL1-BIM inh = disrupts human MCL1 binding to BIM-BH3 peptide; Q07820; GST-MCL1 / FITC-Bim-BH3 fluorescence polarization; inhibition, % at 10.9 µM; actives 0.68% (n = 320,000); AID 2057;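 active = inhibition above the mean inhibition of all tested compounds plus 3 SD, set per campaign, cut at about 40% in these data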;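 also: 0% = DMSO wells and 100% = unlabeled Bim-BH3 peptide control; higher means more loss of mP so more displacement of Bim peptide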
# CIT2-GFP yeast = modulators of TOR pathway CIT2-GFP in S. cerevisiae; S. cerevisiae CIT2-GFP strain, flow cytometry, 3 h; 100 means same as DMSO wells; GFP response vs DMSO, % at 10 µM; actives 0.065% (n = 320,000); AID 2029;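 active = GFP response relative to DMSO above a set limit, near the screen mean plus 3 SD, cut at about 150% in these data; inconclusive = Fewer than 70 cells measured for a yeast strain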;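 also: ratio of well median GFP fluorescence to mean of DMSO wells on the plate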
# GLD-1 TGE inh = GLD-1-TGE RNA interaction inhibition (C. elegans). actives 0.44% (n = 320,000). purified GLD-1 + fluorescein TGE RNA, fluorescence polarization. inhibition, % at 5.96 µM. Q17339;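 active = percent inhibition above a per-plate cutoff, the plate mean of test compounds plus 3 SD, cut at about 30% in these data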;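 also: 0% = DMSO wells with GLD-1 and probe and 100% = wells lacking GLD-1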
# VLA-4 inh = inhibition in a human VLA-4 binding assay; VLA-4 expressing cells, ligand binding flow cytometry; inhibition, % (about 7 µM as worked out from the volumes in the protocol); actives 0.2% (n = 330,000); AID 2557; in the data active = inhibition above about 50%
# Target sequence (P13612 whole entry, looked up): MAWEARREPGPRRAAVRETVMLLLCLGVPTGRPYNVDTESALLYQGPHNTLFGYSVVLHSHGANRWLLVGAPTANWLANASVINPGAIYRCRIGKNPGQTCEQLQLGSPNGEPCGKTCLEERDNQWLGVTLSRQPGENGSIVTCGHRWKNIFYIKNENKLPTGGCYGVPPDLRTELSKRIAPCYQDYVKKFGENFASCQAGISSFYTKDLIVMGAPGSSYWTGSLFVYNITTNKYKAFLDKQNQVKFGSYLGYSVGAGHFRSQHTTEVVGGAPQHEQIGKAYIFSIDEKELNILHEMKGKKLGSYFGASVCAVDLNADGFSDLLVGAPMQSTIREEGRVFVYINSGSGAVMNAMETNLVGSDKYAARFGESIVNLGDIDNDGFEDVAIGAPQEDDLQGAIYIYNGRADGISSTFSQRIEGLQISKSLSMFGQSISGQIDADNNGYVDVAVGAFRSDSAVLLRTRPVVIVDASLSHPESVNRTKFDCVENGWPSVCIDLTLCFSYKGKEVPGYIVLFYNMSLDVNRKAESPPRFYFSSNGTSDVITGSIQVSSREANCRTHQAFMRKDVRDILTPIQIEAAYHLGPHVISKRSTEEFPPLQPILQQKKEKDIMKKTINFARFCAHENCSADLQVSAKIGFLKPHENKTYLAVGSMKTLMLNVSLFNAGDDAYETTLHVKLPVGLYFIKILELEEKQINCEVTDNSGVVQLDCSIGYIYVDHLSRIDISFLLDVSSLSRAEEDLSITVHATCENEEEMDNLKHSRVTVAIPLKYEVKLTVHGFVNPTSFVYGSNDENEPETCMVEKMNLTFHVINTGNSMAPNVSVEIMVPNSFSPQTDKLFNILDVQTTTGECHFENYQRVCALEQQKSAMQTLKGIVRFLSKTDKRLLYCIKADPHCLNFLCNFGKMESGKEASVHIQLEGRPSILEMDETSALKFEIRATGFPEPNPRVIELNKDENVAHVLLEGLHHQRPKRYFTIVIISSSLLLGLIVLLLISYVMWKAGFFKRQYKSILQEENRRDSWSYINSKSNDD
# GRK2 inh = human GRK2 inhibition via aptamer displacement; actives 0.59% (n = 330,000); bead flow cytometry, FAM-aptamer displacement from GRK2; AID 488847; inhibition of aptamer binding, % at 10 µM; P25098;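 active = inhibition of aptamer binding above 40%, roughly 3 SD of noise, on plates passing a quality check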;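 also: median bead fluorescence of bound FAM aptamer so fluorescent compounds give negative values; no value below 0 was filed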
# MEX-5 binding = C. elegans MEX-5 TCR-2 RNA binding activity. actives 0.38% (n = 300,000). activity score (negative = inhibition of binding), % at 10 µM. MEX-5/FITC-TCR2 RNA binding, fluorescence polarization; active compounds read low. AID 1832;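 active = inhibition past about -25% in most replicates, and total fluorescence under double the plate's negative control median, limit read from the data; inconclusive = replicates evenly split on the limit, or fluorescence at least double controls; inactive = too little inhibition in most replicates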;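 also: 0% = DMSO and -100% = 5 µM competing unlabeled TCR2 RNA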
# Bcl-xL primary = inhibitors of human Bcl-xL | Q07817 | GST-Bcl-xL / FITC-Bim BH3 peptide fluorescence polarization | inhibition, % at 10.9 µM | actives 0.7% (n = 320,000) | AID 2129;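 active = inhibition above the mean of all tested compounds plus 3 SD, cutoff set per campaign, cut at about 30% in these data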;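 also: 0% = DMSO wells and 100% = unlabeled Bim-BH3 peptide competitor; inhibitors lower millipolarization by displacing the labeled peptide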
# AGP1 TOR yeast = alters AGP1-GFP fluorescence in TOR pathway yeast screen; actives 0.02% (n = 320,000); AID 2066; GFP response vs DMSO, % at 10 µM; S. cerevisiae AGP1-GFP multiplex flow cytometry, 3 h; GFP as percent of DMSO wells;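 active = GFP response relative to DMSO above a set limit, near screen average plus 3 SD, cut at about 150% in these data; inconclusive = fewer than 70 cells counted for the yeast strain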;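 also: median GFP channel fluorescence of the gated AGP1 strain per well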
# Fam108B counter = blocks mouse Fam108B hydrolase in RBBP9 counter-screen; recombinant Fam108B, FP-Rh probe fluorescence polarization; inhibition, % at 9.51 µM; actives 0.33% (n = 300,000); AID 1947;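 active = inhibition above the screen mean inhibition plus 3 SD, computed separately per campaign, cut at about 18% in these data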;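 also: inhibitors lower polarization as less probe binds the enzyme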
# Numbers without * were called inactive; u = inconclusive; x = no result given.
SMILES,MCL1-BIM inh,CIT2-GFP yeast,GLD-1 TGE inh,VLA-4 inh,GRK2 inh,MEX-5 binding,Bcl-xL primary,AGP1 TOR yeast,Fam108B counter
CCCCC[C@H]1CN(CCc2ccccc2)C(=O)[C@@H]1CC(=O)NCc1ccc(OC)cc1,9,113,-6,-13,0,-0.2,7,85,6
CCc1ccc(NC(=O)N(C2CCCCC2)C(C)c2cccnc2)cc1 (stereo unspecified),0,103,2,-5,3,-1.9,5,99,7
Cc1c(Cl)cnc(NC(=O)CSc2nncs2)c1Cl,10,95,3,-2,x,-1.0,9,98,0
O=C(Cc1ccc(-c2ccccc2)cc1)NC1CCCC1,3,96,6,37,0,2.7,-2,96,8
CCOP(=O)(CN(CC)C(=O)c1ccccc1Br)OCC,7,99,4,-1,0,-2.0,12,113,0
N#Cc1ccc(OCC(=O)NC2=NCCS2)cc1,6,94,8,7,0,0.2,0,89,-2
CC1=CC(=O)C=C(C)C1=NOC(=O)c1cccc([N+](=O)[O-])c1,6,120,-8,-7,0,-2.4,11,104,9
Cc1ccccc1OCc1ccc(C(=O)N2CC(C)OC(C)C2)o1 (stereo unspecified),1,87,2,-9,0,-1.3,2,97,-4
O=C1CC(N2CCN(C(c3ccccc3)c3ccccc3)CC2)C(=O)N1Cc1ccc(N2CCCC2=O)cc1 (stereo unspecified),11,97,6,12,0,-0.5,4,100,-2
CC(=O)Nc1cccc(C(=O)OC(C(=O)c2ccc(C)cc2)c2ccccc2)c1 (stereo unspecified),2,101,7,11,0,0.2,8,95,-22
COc1cc2c(-c3ccc4c(c3)OCO4)c(-c3ccsc3)oc(=O)c2cc1OC,x,97,1,-14,0,x,x,106,x
Cc1ccc(CN(C)C(=O)C2CCCN2C(=O)c2cccs2)o1 (stereo unspecified),9,98,6,-2,4,0.4,8,107,0
CC(C)N(Cc1nc(-c2ccc(Cl)cc2)no1)C(=O)C(c1ccccc1)c1ccccc1,4,96,3,-8,1,1.5,3,109,-4
Cc1c(Br)c([N+](=O)[O-])nn1CC(=O)NCc1ccccc1,11,107,-3,0,1,1.5,8,110,9
Cc1oc(/C=N/NC(=O)CN(c2ccccc2Br)S(C)(=O)=O)cc1Br,7,117,7,-3,5,0.9,8,117,2
O=C(Nc1nc(-c2cc(Cl)sc2Cl)cs1)c1cccs1,8,96,-2,4,0,1.0,3,92,-41
CCN(CC)CCCOC(=O)c1ccc(OC)cc1O,-3,92,-4,5,0,0.6,6,x,11
CCOc1cc(/C=C/C(=O)O)ccc1OCCOc1ccccc1,4,104,1,-3,0,-0.4,4,99,-1
CC1(C)CC2C1CCC1(O)CC2(C)CCC1N(O)c1ccc(C(=O)NCCO)cn1 (stereo unspecified),7,114,-6,0,2,x,3,105,x
C/C(=C\C(=O)c1ccccc1)Nc1cccc(O)c1,10,97,13,11,1,-2.2,10,95,0

# Reprinted from the part before: 3 compounds, followed by the next part.
SMILES,MCL1-BIM inh,CIT2-GFP yeast,GLD-1 TGE inh,VLA-4 inh,GRK2 inh,MEX-5 binding,Bcl-xL primary,AGP1 TOR yeast,Fam108B counter
CCOc1cc(/C=C/C(=O)O)ccc1OCCOc1ccccc1,4,104,1,-3,0,-0.4,4,99,-1
CC1(C)CC2C1CCC1(O)CC2(C)CCC1N(O)c1ccc(C(=O)NCCO)cn1 (stereo unspecified),7,114,-6,0,2,x,3,105,x
C/C(=C\C(=O)c1ccccc1)Nc1cccc(O)c1,10,97,13,11,1,-2.2,10,95,0
Cc1c(NC(=O)C(C)OC(=O)[C@@H](NC(=O)c2ccccc2)C(C)C)c(=O)n(-c2ccccc2)n1C (stereo partly specified),3,94,8,25,0,-0.9,5,x,2
CCOc1ccccc1CNC(=O)c1ccc2nc(N3CCOCC3)sc2c1,2,94,4,2,0,0.2,9,97,1
O=[N+]([O-])c1ccccc1/C=N/NC1=NCCN1,-12,103,1,8,2,0.0,-8,109,-3
CCc1c(C)[nH]n(-c2ccc(Oc3ccccc3)c(S(=O)(=O)O)c2)c1=O,16,101,7,20,32,x,15,106,-2
CC1=C(C(=O)Nc2ccc(Cl)cc2)C(c2ccncc2)C(C#N)=C(SCC(N)=O)N1 (stereo unspecified),9,104,2,-4,0,0.4,1,109,2
COc1ccccc1/C=C/C=C1\Oc2c(ccc(O)c2CN(C)C)C1=O,42*,92,-6,-8,5,u,53*,91,0
COCCN1CCn2c(nc3cc(NC(C)=O)ccc32)C1,14,104,3,4,0,-1.5,17,100,0
COc1ccc(CCNC(=O)CSc2nnc(CNC(=O)c3cc(OC)c(OC)c(OC)c3)o2)cc1OC,-5,103,-3,-3,1,x,4,103,-3
COc1cc(C(=O)NCC(=O)N/N=C/c2cccs2)cc(OC)c1OC,0,93,7,24,3,-0.9,5,99,-5
N#Cc1cn(N2CCCCC2)c(=O)[nH]c1=O,6,96,6,6,1,1.3,5,94,-5
CCC(C)NCC(O)(c1ccc(Cl)cc1)c1ccc(Cl)cc1 (stereo unspecified),4,x,6,7,0,1.2,2,89,-2
O=C(c1cnsn1)N1CCN(c2ccccn2)CC1,0,103,3,3,0,1.0,0,92,-1
CC1(C)CC2(CC(c3cccs3)c3cc(Cl)c(O)cc3O2)NC(=S)N1 (stereo unspecified),-14,98,5,2,0,3.2,-16,102,7
CCc1ccccc1NC(=O)Nc1ccsc1C(=O)OC,21,94,7,2,16,-2.7,5,89,2
CC(=O)Nc1ccc(NC(=O)CN(C)CCC#N)cc1,0,102,3,4,0,-0.5,4,107,-4
O=C(COc1ccccc1)NCCS(=O)(=O)N1CCN(c2ccccc2)CC1,-2,90,1,-7,0,-0.2,2,91,-4
CCCc1cc(=O)[nH]c(SCC(=O)N2CCOCC2)n1,5,105,4,-13,0,-0.8,4,108,5
Cc1cc(C)cc(NC(=O)c2cccnc2)c1,x,105,x,5,0,-2.9,x,90,x
Nc1cc(-c2ccc(Cl)cc2)nn1S(=O)(=O)c1ccc(Cl)cc1,3,83,4,31,2,0.6,2,99,0
Cc1ccc(NC2=CC(=O)CC(C)(C)C2)c(N)c1,5,93,7,-9,0,0.3,7,95,-2
COc1ccccc1CN1CCN(C(=O)c2ccncc2)CC1,5,93,1,1,9,-2.4,5,99,0
COc1ccc(N(C)C(=O)c2onc3c2CCCC3)cc1,5,90,-6,-17,0,1.3,2,97,0
CCCCC(=O)N=c1sc2cc(S(C)(=O)=O)ccc2n1C,12,96,-3,-5,3,-0.3,8,100,5
CCOc1ccccc1NC(=O)Cc1coc2ccc(C)cc12,5,84,-9,-4,2,-0.5,3,99,1
c1cc2c(nn1)CCc1nonc1-2,5,104,8,14,2,2.5,3,102,-3
COc1cc(C(=O)Nc2c(C(=O)N3CCOCC3)oc3ccccc23)cc(OC)c1OC,-2,107,-4,4,2,1.5,4,109,3
O=C(Nc1ccc(N2CCN(C(=O)c3cccs3)CC2)c(Cl)c1)c1ccco1,-6,99,4,4,0,0.9,1,102,-4
COc1ccccc1-c1nnc(SCC(=O)O)n1-c1ccc(C)cc1,-3,88,2,-1,0,-0.6,1,96,-1
CC1CCN(c2ccc([N+](=O)[O-])cc2C(=O)N2CCOCC2)CC1,-10,90,4,1,0,-0.3,-4,82,-2
CCn1c(SC(C)C(=O)NCC2CCCO2)nc2ccccc21 (stereo unspecified),-6,98,1,8,6,x,-5,104,x
Cc1cc(C(=O)OCC(=O)Nc2ccccc2C(F)(F)F)on1,x,107,-6,0,2,x,x,100,x
CCOc1ccc(CCN2CN(C3CCCCC3)CNC2=S)cc1OCC,3,96,4,23,0,1.2,3,101,0
S=C(NCCC1=CCCCC1)NCc1ccco1,-3,82,5,-3,0,3.0,1,86,2
CN(Cc1ccco1)C(=O)c1ccc(CNS(=O)(=O)c2ccc3c(c2)C(C)(C)C(=O)N3C)cc1,6,99,2,5,1,-1.1,6,99,-1
Fc1ccc(OCc2nnc(SCCN3CCOCC3)o2)cc1,2,102,-9,-12,1,-0.1,2,112,3
Cc1cc([N+](=O)[O-])c(C)cc1-c1ccc(/C=N/NC(=O)c2cccnc2)o1,8,106,10,-19,0,1.1,4,106,5
O=C(NNC(=O)c1ccc([N+](=O)[O-])cc1)c1ccncc1,10,101,4,14,1,-7.8,8,101,-5
Cn1cc(Br)c(C(=O)NNC(=O)Cc2ccc(Cl)cc2)n1,1,101,4,12,0,2.2,1,102,-1
COc1ccc(CCNc2cc(C)nc3c(-c4ccccc4OC)cnn23)cc1OC,1,97,9,-8,0,-0.6,3,104,4
Cc1cc(Cl)c(OCCCSc2nc(C)cc(=O)[nH]2)c(Br)c1,-1,107,6,-4,0,x,-1,108,1
COc1ccc(S(=O)(=O)N2CCN(Cc3ccc(OC)c(OC)c3)CC2)cc1,-3,97,2,26,4,-1.9,-2,93,-2
N/C(=N\OC(=O)c1cccc(F)c1)c1ccccc1,3,104,-3,4,1,0.6,1,71,3
O=C(O)c1cccc(Nc2ccc3nonc3c2[N+](=O)[O-])c1,5,108,-3,8,0,-0.3,5,102,-1
CCCCCCn1nc(C(=O)N(CCOC)c2c(N)n(CCCC)c(=O)[nH]c2=O)c2ccccc2c1=O,-32,104,17,3,1,-0.2,-5,103,-5
O=C(NCCCSc1ccccc1)c1cc(Br)ccc1O,x,99,x,1,1,0.3,x,84,x
COc1ccc(CN2CCN(Cc3cccc4nonc34)CC2CCO)c(C)c1C (stereo unspecified),-1,101,5,0,1,1.2,1,107,0
CCC1(C)NC(=O)N(CC(=O)Nc2sc3c(c2C(=O)OC)CCCCC3)C1=O (stereo unspecified),-5,103,3,13,0,0.0,1,99,-1
CCOC(=O)c1sc(NC(=O)c2ccccc2)cc1C,0,98,-1,13,0,-0.7,3,99,-3
N#Cc1ccsc1NC(=O)CN1C(=O)NC2(CCCC2)C1=O,71*,104,54*,8,3,-6.5,66*,103,7
COCCNC(=O)CSc1nc2ccccc2c(=O)n1CCC(=O)NCCc1ccc(OC)c(OC)c1,2,132,5,-11,2,1.0,5,118,0
CCCCCCOc1ccc(/C(N)=N/O)cc1,-8,92,5,1,1,-2.2,1,93,1
Cc1ccc(OCCC(=O)Nc2ccc(F)c(F)c2)cc1,2,97,1,24,0,-0.2,0,99,1
NC(=O)c1ccccc1NC(=O)CS(=O)(=O)Cc1ccccc1,3,99,-6,-2,1,0.5,4,102,0
Cc1nn(C)c(C(=O)NNC(=S)NC2CCCCC2)c1Br,5,92,0,4,0,-2.0,5,92,2
O=C(COC(=O)CCSc1ccc(Cl)cc1)NCc1ccco1,5,82,7,11,1,-1.3,8,88,2
COc1cccc(NC(=O)CSc2nc3ccsc3c(=O)n2-c2ccc(C(=O)O)cc2)c1,5,100,4,3,2,0.1,9,86,2
O=C1C=CN2CCCCC2CC1 (stereo unspecified),x,101,0,19,0,x,x,93,x
CC(C)OC(=O)/C(=C/c1ccco1)c1ccccc1,1,92,-2,2,2,0.6,2,98,-1
COc1cc(OC)c2c(-c3ccccc3)cc(=O)oc2c1C(CCN1CCCCC1)c1ccc2c(c1)OCO2 (stereo unspecified),7,x,2,x,x,1.8,5,x,0
Cc1ccc(-n2c(SCC(=O)Nc3ccc(N4CCOCC4)cc3)nc3ccccc3c2=O)cc1,0,110,2,5,0,-0.3,6,100,-6
